FBA Mtb inh: inhibitors of M. tuberculosis fructose-bisphosphate aldolase | P9WQA3 | purified M. tuberculosis FBA, fluorescence read-out | inhibition, % at 1 µM | actives 2.3% (n = 360,000) | AID 588726; in the data active = inhibition above about 27%;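 note: 0% = vehicle and 100% = reference inhibitor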
Target sequence (P9WQA3 whole entry, looked up): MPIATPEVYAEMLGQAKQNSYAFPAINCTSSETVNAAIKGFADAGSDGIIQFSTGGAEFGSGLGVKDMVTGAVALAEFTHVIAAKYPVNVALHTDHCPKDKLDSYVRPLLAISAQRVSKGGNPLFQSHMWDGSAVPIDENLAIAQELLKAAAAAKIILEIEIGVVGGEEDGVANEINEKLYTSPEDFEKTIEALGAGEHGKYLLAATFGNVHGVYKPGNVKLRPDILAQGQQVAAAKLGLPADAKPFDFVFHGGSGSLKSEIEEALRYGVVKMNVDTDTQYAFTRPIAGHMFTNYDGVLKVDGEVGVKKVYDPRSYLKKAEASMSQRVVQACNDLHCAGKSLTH
GDH-TPI counter: counter-screen for M. tuberculosis FBA inhibitors: GDH-TPI coupled enzymes | actives 1.2% (n = 360,000) | inhibition, % at 4.8 µM | GDH-TPI coupled enzyme counterscreen, NADH absorbance; in the data active = inhibition above about 30%;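 note: 0% = DMSO wells and 100% = wells lacking the enzyme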
Mtb BioA inh: BioA (M. tuberculosis) enzyme inhibition; purified M. tuberculosis BioA enzyme, plate reader; inhibition, % at 9.99 µM; actives 0.096% (n = 360,000); in the data active = inhibition above about 40%
SSB-PriA inh: inhibitors of Klebsiella pneumoniae PriA binding to SSB C-terminal tail; AlphaScreen SSBct-PriA binding, biotinylated peptide; actives 0.6% (n = 430,000); inhibition, % at 33 µM; AID 1272365; in the data active = inhibition mostly above about 37%, no sharp cut-off; inactive = mostly below about 20%;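 note: plate controls were negative control peptide for no effect and reference peptide for full effect; strong numbers were not always called active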
DUSP3 inh: DUSP3 (human) phosphatase inhibition; recombinant VHR phosphatase, pNPP absorbance; P51452; inhibition, % at 13.3 µM; actives 0.52% (n = 290,000); in the data active = inhibition above about 50%; note: some compounds called inactive have numbers as strong as hits
Target sequence (P51452 whole entry, looked up): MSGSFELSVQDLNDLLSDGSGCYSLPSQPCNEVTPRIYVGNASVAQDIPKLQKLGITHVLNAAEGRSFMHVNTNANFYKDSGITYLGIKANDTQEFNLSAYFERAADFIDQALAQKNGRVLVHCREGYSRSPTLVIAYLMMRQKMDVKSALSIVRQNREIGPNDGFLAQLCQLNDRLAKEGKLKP
MazEF act: MazEF (E. coli) toxin RNase activation. FAM/BHQ RNA-DNA oligo cleavage fluorescence, 5 h. P0AE70. actives 0.32% (n = 350,000). AID 504720. activation, % at 20 µM; in the data active = activation above about 50%
Target sequence (P0AE70 whole entry, looked up): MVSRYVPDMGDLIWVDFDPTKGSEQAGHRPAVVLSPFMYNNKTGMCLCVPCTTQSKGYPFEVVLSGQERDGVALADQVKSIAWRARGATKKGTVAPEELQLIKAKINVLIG
Rv3671c inh: Rv3671c (M. tuberculosis) protease inhibition. P9WHR9. inhibition, % at 5.96 µM. actives 0.048% (n = 320,000); in the data active = inhibition above about 38%;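 note: extracellular domain of Rv3671c used as enzyme; 0% = enzyme with DMSO and 100% = no enzyme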
Target sequence (P9WHR9 whole entry, looked up, the tested form may be a part): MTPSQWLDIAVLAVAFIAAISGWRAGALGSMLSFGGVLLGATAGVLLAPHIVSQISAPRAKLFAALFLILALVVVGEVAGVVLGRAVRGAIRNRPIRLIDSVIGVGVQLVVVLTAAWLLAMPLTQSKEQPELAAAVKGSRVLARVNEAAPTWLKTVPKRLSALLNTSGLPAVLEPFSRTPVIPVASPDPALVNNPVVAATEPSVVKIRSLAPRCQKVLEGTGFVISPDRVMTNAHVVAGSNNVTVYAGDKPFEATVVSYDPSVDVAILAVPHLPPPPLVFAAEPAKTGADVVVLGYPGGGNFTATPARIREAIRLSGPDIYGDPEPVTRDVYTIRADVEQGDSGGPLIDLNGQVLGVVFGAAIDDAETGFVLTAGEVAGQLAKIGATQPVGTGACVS
Mtb UGM inh: Mtb UDP-galactopyranose mutase inhibition | purified UGM, fluorescence polarization probe displacement | inhibition, % at 10 µM | P9WIQ1 | actives 0.06% (n = 320,000); in the data active = inhibition above about 10%, passing the limit was not always enough
SARS 3CLpro inh: SARS-CoV 3CLpro protease inhibition | recombinant SARS-CoV 3CLpro, quenched FRET peptide cleavage | inhibition, % at 6 µM | actives 0.14% (n = 290,000) | AID 1706; in the data active = inhibition above about 12%
BH1578 lux ind: inducers of Vibrio cholerae quorum light production without autoinducers | actives 0.16% (n = 350,000) | V. cholerae BH1578 lux reporter, luminescence, 6 h | activation, % at 18.7 µM | AID 588436; in the data active = activation mostly above about 9.7%, no sharp cut-off; note: not every result past the cut was called active; inactives centre near 0; reference of the scale not given here
* = called active by the depositor; i = inactive; x = not tested or not shown; + = active, no number; & = joins results of further samples. Only part of the results is shown; the hit share may differ from the screen's.

The opening three entries, ahead of the listing:
Each structure is followed by: FBA Mtb inh	GDH-TPI counter	Mtb BioA inh	SSB-PriA inh	DUSP3 inh	MazEF act	Rv3671c inh	Mtb UGM inh	SARS 3CLpro inh	BH1578 lux ind
Cc1ccc(C(C)C)c(OCC(=O)N2CCN(Cc3nc4cc([N+](=O)[O-])ccc4n3C)CC2)c1
 : 1	0	x	-5	5	-7	6	-0.6	1	i
C[C@@]12C(=O)N(c3ccc(Br)cc3)C(=O)N1[C@@H]1c3ccccc3OC[C@@H]1[C@H]2c1ccccc1
 : 0	-5	-1.6	-9	x	-3	-7	-0.6	x	-0.6
O=C(NCCCO)C(=O)NCCc1ccc(Cl)cc1
 : -3	-19	0.2	2	2	-2	4	-1.0	-1	-0.2

The listing, from the first entry:
Each structure is followed by: FBA Mtb inh	GDH-TPI counter	Mtb BioA inh	SSB-PriA inh	DUSP3 inh	MazEF act	Rv3671c inh	Mtb UGM inh	SARS 3CLpro inh	BH1578 lux ind
Cc1ccc(C(C)C)c(OCC(=O)N2CCN(Cc3nc4cc([N+](=O)[O-])ccc4n3C)CC2)c1
 : 1	0	x	-5	5	-7	6	-0.6	1	i
C[C@@]12C(=O)N(c3ccc(Br)cc3)C(=O)N1[C@@H]1c3ccccc3OC[C@@H]1[C@H]2c1ccccc1
 : 0	-5	-1.6	-9	x	-3	-7	-0.6	x	-0.6
O=C(NCCCO)C(=O)NCCc1ccc(Cl)cc1
 : -3	-19	0.2	2	2	-2	4	-1.0	-1	-0.2
O=C(NCc1ccco1)c1ccccc1-c1ccc(C(F)(F)F)cc1
 : -2	-5	-1.8	-6	0	-2	-2	-0.8	1	-3.7
COc1ccc(CN2CCS(=O)(=O)CC2)cc1OC
 : -1	1	1.0	-9	18	3	1	1.7	-1	-0.9
Cc1c(NC(=O)C(C)Sc2ccccc2)c(=O)n(-c2ccccc2)n1C (centres undefined)
 : -1	-2	0.6	-3	17	8	6	0.4	-4	1.0
Cc1ccc(NC(=O)COc2ccccc2C(=O)NCc2ccccc2)cc1
 : 1	4	0.7	1	x	0	-20	0.9	x	i
O=C1OC(c2ccc(F)cc2)=C/C1=C\c1ccc(O)cc1
 : -7	20	0.2	0	-8	-8	-3	1.6	1	i
COc1ccc(C2N(C(=O)c3ccccc3)CCN2C(=O)c2ccc(C)cc2)cc1 (centres undefined)
 : -2	2	-0.3	-3	26	-6	-12	2.8	2	0.2
Nc1ccc(-c2ccc(N)c(C(=O)O)c2)cc1C(=O)O
 : 19	4	-0.7	-8	0	-2	-5	4.3	4	-0.3
Cc1cc(C(=O)N/N=C/c2ccc(O)c([N+](=O)[O-])c2)n[nH]1
 : -9	43*	x	x	16	-2	-10	2.3	1	i
Cc1ccc(C(=O)C(C)OC(=O)CCS(=O)(=O)c2ccc(C)cc2)cc1 (centres undefined)
 : 4	2	-1.2	-13	x	-7	-4	1.0	x	i
Cc1nc2ccccc2cc1C(=O)N/N=C/c1ccc([N+](=O)[O-])cc1
 : 1	27	-5.8	x	7	10	-1	0.5	-8	-0.4
Cc1ccc(SCC(=O)OCc2csc(CC(=O)Nc3ccccc3C)n2)cc1C
 : -1	5	-2.0	-4	x	-14	-11	-2.6	x	i
CCCCNC(=O)c1cc2c(C)cc(C)cc2[nH]1
 : 23	-7	x	-13	9	8	0	-0.3	-1	i
Cc1ccc2[nH]c(=O)c(C3=NN(C(=O)CCC(=O)O)C(c4cccs4)C3)c(-c3ccccc3)c2c1 (centres undefined)
 : 5	15	1.1	5	-1	-10	9	3.0	5	-0.6
CCOc1ccccc1-c1ccc(C(=O)NCc2ccccc2)o1
 : +	14	0.5	30	8	0	-16	1.9	4	-0.4
O=C(Nc1ccccc1)N1C2CCC1CC(O)(c1cccnc1)C2 (centres undefined)
 : -1	0	-0.5	-31	8	1	0	-2.1	3	-0.2
COC(=O)c1nnn(-c2ccccc2)c1N
 : -2	-6	-1.2	2	-5	-3	5	1.1	-4	x
CN1CCN(C(=O)Cn2c(C(F)(F)F)nc3ccccc32)CC1
 : 2	3	0.9	-5	11	7	1	-0.6	3	i
O=C(CNC(=O)c1ccc([N+](=O)[O-])cc1)N/N=C/c1c[nH]c2ccccc12
 : -3	13	-1.4	x	4	8	1	-0.3	-1	-0.1
Cc1cccc(C)c1OCC(=O)Nc1ccc(N2CCOCC2)cc1
 : 2	-11	0.2	-1	44	6	-6	3.1	3	-1.3
CCN(CC)S(=O)(=O)c1cccc(C(=O)Nc2cc(C)nn2-c2ccccc2)c1
 : -3	-1	-0.4	-1	13	-2	-2	x	2	-0.7
O=C(O)C1CC=CCC1C(=O)Nc1ccc(Oc2ccc(Cl)cc2)cc1 (centres undefined)
 : 1	1	-2.1	-10	-8	-8	-4	0.6	3	-0.2
Cc1ccc(NC(=O)C(C)N2C(=O)C3CC=C(Cl)CC3C2=O)cc1 (centres undefined)
 : 3	0	-1.0	-6	-6	8	7	-0.3	-1	-0.9
CSC1=NCCN1C(=O)Cc1ccc(-c2ccccc2)cc1
 : 2	-1	x	-21&8	10	-7	-1	0.1	1	i
CC(C(=O)NCC1CCCO1)N(C(=O)c1snc(C(N)=O)c1N)c1ccccc1 (centres undefined)
 : 13	13	-0.2	-18	-5	8	-3	1.7	6	2.0
COc1ccc(CCN(C)C(=O)C(CCSC)NC(=O)c2ccco2)cc1OC (centres undefined)
 : 1	2	6.4	12	x	-7	1	-0.4	x	i
CC(C(=O)Nc1ccc2c(c1)OCCO2)N(C)CC(=O)Nc1ccccc1Br (centres undefined)
 : 1	-7	-0.1	3	x	4	x	x	x	i
Cc1cc(NC2CCCCC2)nc(-c2ccccc2O)n1
 : 3	0	-0.3	-62	26	1	9	-0.6	2	17*
CCNc1nc(Oc2ccc(C(=O)OC)cc2)nc(N(C)C)n1
 : 0	-10	x	-6	4	3	7	-0.1	3	-1.1
Cc1onc(-c2ccccc2)c1C(=O)N1CCN(c2ccccc2)CC1
 : 2	-2	0.1	0	14	1	3	0.1	-1	-0.8
Cc1ccc(C(=O)CC2(O)C(=O)N(C)c3ccccc32)s1 (centres undefined)
 : -5	8	x	1	11	-1	-2	-1.9	1	-2.0
CCOC(=O)CC1C(=O)NCCN1C(=O)c1ccc(Cl)cc1 (centres undefined)
 : 4	-2	2.5	-8	14	-11	2	2.0	-2	i
O=C(NC1CCCN(Cc2ccc(Cl)cc2)C1)c1cccc(N2CCCC2=O)c1 (centres undefined)
 : 0	-2	-0.9	-4	6	1	4	4.0	3	i
CCN(CC)C(=O)Cn1cc(C(=O)C(=O)N2CCN(c3ccccc3)CC2)c2ccccc21
 : 3	20	0.4	-2	1	9	-4	3.8	4	6.7
OCCNc1nc2ccccc2n1-c1ccccc1
 : 4	-13	0.0	-15	19	1	1	-0.2	-4	i
Cc1c(C(=O)O)sc(=S)n1-c1ccc(Cl)cc1
 : -1	2	x	-9	-1	6	0	3.1	-2	i
Cc1ccc(S(=O)(=O)N(C)C)cc1NC(=O)CN1c2cccc3cccc(c23)S1(=O)=O
 : 10	17	-7.3	-1	x	-1	-7	-1.4	x	-0.6
CCN(CC)c1ccc(CNCc2cccs2)cc1
 : 24	4	x	9	5	4	0	-1.7	3	i
COc1cccc(-c2cnc3c(NC(C)=O)cc(-c4ccc(S(C)(=O)=O)cc4)cn23)c1
 : 3	0	-0.8	x	x	x	x	x	x	i
CC(c1ccon1)N(C)C(=O)CCc1nnc(Cc2ccc(-c3ccccc3)cc2)o1 (centres undefined)
 : 3	5	3.5	-11	-3	8	10	0.3	-1	i
COc1ccc(S(=O)(=O)NCCc2cn3nc(C)c(C)nc3n2)cc1F
 : 61*	9	-0.5	5	-10	10	9	-0.9	5	-1.7
CCn1c(O)c(/C=C2\C=Nc3ccccc32)sc1=Nc1ccc(C)cc1
 : -1	8	-0.9	x	17	-4	-3	3.8	7	i
CCOc1ccc2nc(NC(=O)CN3CCC(n4nnc5cc(F)ccc54)CC3)sc2c1
 : -4	8	-1.8	6	6	-8	-9	-0.7	1	-9.1
COc1ccccc1-c1sc2cc3c(cc2c1C#Cc1ccccn1)OCO3
 : 18	16	-1.0	-31	x	-15	-15	3.5	x	i
CC(C)C(=O)Nc1cccc(C(=O)NCc2ccc3c(c2)OCO3)c1
 : 1	-1	-0.5	-13	22	6	6	5.4	-7	-0.3
CCc1ccc(CN2CCC(n3nccc3NC(=O)c3ccccc3)CC2)o1
 : 1	-13	-0.7	10	15	11	-18	-0.3	-1	-0.3
CCc1cccc(C)c1NC(=O)COC(=O)c1cc([N+](=O)[O-])ccc1N1CCOCC1
 : -1	13	x	-15	x	5	7	0.6	x	-5.3
Cc1cccc(CC(=O)Nc2ccc(C(=O)N3CCCCC3)cc2)c1
 : 3	16	-0.6	-7	2	-7	1	-1.7	1	-15
O=C(CCn1cnc2ccccc2c1=O)Nc1ccc(S(=O)(=O)N2CCCC2)cc1
 : -1	-12	0.9	9	1	1	0	-4.1	6	-5.9
COc1ccc(N(CC(=O)NCCSCc2cccc(Cl)c2)S(C)(=O)=O)cc1
 : 2	5	0.3	2	-8	-2	1	2.0	1	-0.6
O=c1c2c(O)cc(O)cc2oc2ccc(O)c(O[C@@H]3O[C@H](CO)[C@@H](O)[C@H](O)[C@H]3O[C@H]3O[C@H](CO)[C@@H](O)[C@H](O)[C@H]3O)c12
 : -1	27	-0.8	x	x	13	0	1.3	x	-0.1
Cc1ccc(N2C(=O)c3cccc4c(N)ccc(c34)C2=O)c2cccnc12
 : -2	7	-2.4	-2	0	i	-21	7.2	-6	-0.4
O=C(Nc1ccc2nccnc2c1)c1ccco1
 : 50*	7	x	-11	7	-4	0	0.6	0	i
CN(CCC1CCCCO1)C(=O)CCc1nnc(CCCCc2ccccc2)o1 (centres undefined)
 : 5	-3	x	-7	22	-5	-4	0.3	2	1.2
CCC(C(=O)OCC(=O)Nc1ccc(F)cc1)c1ccccc1 (centres undefined)
 : 0	6	10	0	x	-9	-1	-0.2	x	1.5
Cc1c(C)c(C)c(CN2CCCC2)c(C)c1C
 : 0	-9	x	4	14	1	4	2.6	5	-0.3
CCOC(=O)c1cnc2c(C)c(C)ccc2c1NCCN1CCOCC1
 : 5	17	-1.6	-7	9	-1	x	x	-4	-0.4
O=C(COC(=O)/C=C/c1cccc(C(F)(F)F)c1)NC(=O)NCc1ccco1
 : -1	4	-6.8	-9	x	-10	-13	3.3	x	-0.5

Pulled one by one from the entries so far (2):
Each structure is followed by: FBA Mtb inh	GDH-TPI counter	Mtb BioA inh	SSB-PriA inh	DUSP3 inh	MazEF act	Rv3671c inh	Mtb UGM inh	SARS 3CLpro inh	BH1578 lux ind
COc1ccc(N(CC(=O)NCCSCc2cccc(Cl)c2)S(C)(=O)=O)cc1
 : 2	5	0.3	2	-8	-2	1	2.0	1	-0.6
Cc1c(NC(=O)C(C)Sc2ccccc2)c(=O)n(-c2ccccc2)n1C (centres undefined)
 : -1	-2	0.6	-3	17	8	6	0.4	-4	1.0

(cont.)
Each structure is followed by: FBA Mtb inh	GDH-TPI counter	Mtb BioA inh	SSB-PriA inh	DUSP3 inh	MazEF act	Rv3671c inh	Mtb UGM inh	SARS 3CLpro inh	BH1578 lux ind
COc1ccc(S(=O)(=O)NCC2CCCO2)c(Cl)c1Cl (centres undefined)
 : 2	3	-0.3	-10	18	3	10	-1.5	-4	i
O=C(O)C(O)(c1ccccc1)C1CCCCC1 (centres undefined)
 : -1	5	-1.5	-22	2	8	-7	8.5	-6	-0.1
CC(C)CNC(=S)NNC(=O)c1ccccc1OC(F)F
 : 1	-7	x	-11	19	-3	5	0.8	7	i
O=C(CN1C(=O)NC(Cc2c[nH]c3ccccc23)C1=O)NC1CCCCC1 (centres undefined)
 : 0	7	-2.6	-20	x	5	2	-2.3	x	i
COc1cc(C#Cc2c(C=O)n(C)c3ccccc23)cc(OC)c1
 : 6	15	-0.8	-40	x	-35	3	2.5	x	0.6
CCNc1nc(NC(C)C)nc(N2CC(=O)N(CC(=O)OCC)C2=N)n1
 : 0	-8	0.5	-8	0	0	5	-2.1	-3	-0.7
CCc1c(O)nc(SCC(=O)Nc2ccc(OC)cc2)n(C2CCCCC2)c1=O
 : 1	-4	0.0	-11	-8	0	-3	1.8	-1	i
C=CC[C@@H](CC(=O)N(CCO)Cc1ccccc1)C(=O)N[C@H](COC(=O)[C@@H](CC=C)Cc1ccc(F)cc1)Cc1c[nH]c2ccccc12
 : 4	15	0.3	-2	x	-15	-2	-1.8	x	-6.7

Screening results (PubChem)
